# Assay outcomes: PubChem BioAssay, several laboratories
# eLon inh: E. coli protease La inhibition | P0A9M0 | purified E. coli Lon protease, fluorescence polarization | inhibition, % at 7.94 µM | 360,000 compounds, 0.42% hits | AID 602123; in the data active means inhibition above about 13%, passing the limit was not always enough;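 further: 0% = enzyme with probe and DMSO and 100% = no enzyme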
# Target sequence (P0A9M0 whole entry, looked up): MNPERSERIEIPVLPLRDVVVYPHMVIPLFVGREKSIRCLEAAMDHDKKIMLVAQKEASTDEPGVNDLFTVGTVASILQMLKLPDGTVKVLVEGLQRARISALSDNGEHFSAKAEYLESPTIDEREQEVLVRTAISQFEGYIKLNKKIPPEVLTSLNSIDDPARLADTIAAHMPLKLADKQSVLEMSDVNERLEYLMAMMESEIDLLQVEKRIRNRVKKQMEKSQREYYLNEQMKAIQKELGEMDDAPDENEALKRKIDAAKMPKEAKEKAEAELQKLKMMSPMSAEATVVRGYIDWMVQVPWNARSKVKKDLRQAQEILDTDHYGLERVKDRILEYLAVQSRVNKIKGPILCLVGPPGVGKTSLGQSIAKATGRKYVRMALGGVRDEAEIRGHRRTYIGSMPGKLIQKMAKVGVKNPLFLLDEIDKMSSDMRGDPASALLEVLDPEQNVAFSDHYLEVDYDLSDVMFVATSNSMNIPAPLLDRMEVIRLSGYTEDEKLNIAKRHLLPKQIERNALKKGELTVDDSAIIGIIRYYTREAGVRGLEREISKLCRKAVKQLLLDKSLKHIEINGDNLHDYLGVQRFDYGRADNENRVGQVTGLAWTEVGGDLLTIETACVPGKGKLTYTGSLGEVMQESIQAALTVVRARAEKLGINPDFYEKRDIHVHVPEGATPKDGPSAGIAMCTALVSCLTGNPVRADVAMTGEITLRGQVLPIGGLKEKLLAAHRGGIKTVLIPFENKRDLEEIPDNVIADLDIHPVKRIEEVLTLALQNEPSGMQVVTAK
# SKN-1 block: C. elegans SKN-1 inhibition | C. elegans VP596 Pgst-4::GFP/RFP ratio, acrylamide-induced, 24 h | inhibition, % at 21.8 µM | 360,000 compounds, 0.49% hits | AID 624304;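 active means interference check ratio from 0.5 to 1.5 plus GFP to RFP signal ratio inhibition reaching or exceeding a fixed threshold, cut at about 30% in these data, passing the limit was not always enough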; further: some compounds called inactive have numbers as strong as hits
# MT1-MMP act inh: blocks activation of human MT1-MMP; HT1080 RFP-PRO-GFP cells, GFP/RFP ratio fluorescence, overnight; percent of plate control window, DMSO zero; 360,000 compounds, 0.061% hits; P50281; GFP/RFP ratio change, % at 20 µM; AID 651647;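 active means GFP/RFP ratio change of at least 30% with cell ATP level not reduced by more than half and red fluorescence within 50% of control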; further: strong numbers were not always called active
#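 Material – HT1080 RFP-PRO-GFP cells · Control set – DMSO wells and RFP-L50D-GFP cells · Incubation – overnight cell settling, then overnight compound exposure, 37 °C, 5% CO2 · Compound dosing – single-point 20 µM compound, 1% DMSO · Read-out – GFP/RFP fluorescence ratio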
# NRP1-CendR mod: NRP-1/CendR interaction modulation; 360,000 compounds, 0.85% hits; O14786; inhibition, % at 25 µM; FAM-RPARPAR peptide binding to NRP-1, fluorescence polarization;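 active means inhibition or corrected inhibition above about 18%, plus a signal ratio from 0.5 to 1.5, limit read from the data, passing the limit was not always enough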; further: strong numbers were not always called active
# MLLE-PAM2 inh: blocks PAM2 peptide binding to the PABP1 MLLE domain | P11940 | GST-MLLE / FITC-PAM2 fluorescence polarization | inhibition, % at 20 µM | 360,000 compounds, 0.36% hits; in the data active means inhibition above about 35%, passing the limit was not always enough;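 further: plate controls were DMSO wells with GST-MLLE for no effect and wells lacking GST-MLLE protein for full effect; some results filed as inactive read as strong as hits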
# bovine MsrA act: bovine methionine sulfoxide reductase A activation | purified bovine MsrA, absorbance read-out | 360,000 compounds, 0.3% hits | activation, % at 10.6 µM; in the data active means activation above about 7.5%;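 further: 0% = vehicle and 100% = reference activator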
# Rin1 Abl inh: human Rin1-Abl interaction inhibition; inhibition, % at 7.35 µM; 360,000 compounds, 0.4% hits; TR-FRET Rin1/Abl binding, biochemical; in the data active means inhibition above about 5%, passing the limit was not always enough
# Neddylation inh: cullin neddylation inhibition. TR-FRET cullin neddylation, biochemical. calls only at 25 µM. 360,000 compounds, 0.58% hits; in the data active means inhibition above about 36%
# FAS TE block: FAS thioesterase (human) inhibition; AID 602261; recombinant FAS-TE, OMFH fluorogenic substrate, fluorescence endpoint; inhibition, % at 15 µM; P49327; 360,000 compounds, 0.67% hits;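 active means compounds whose normalised, plate-corrected inhibition of enzyme fluorescence in the single-dose primary screen is 50% or more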;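 further: 0% = DMSO with enzyme and 100% = substrate without enzyme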
# * marks the source's active call; other numbers are inactive results; i = inactive; nt = no result given.
smiles	eLon inh	SKN-1 block	MT1-MMP act inh	NRP1-CendR mod	MLLE-PAM2 inh	bovine MsrA act	Rin1 Abl inh	Neddylation inh	FAS TE block
COC(=O)c1ccc(C2NC(=O)CCC2[N+](=O)[O-])cc1 (configuration not stated)	-4	-9	nt	2	3	-2	0	i	-5
Cc1cc(C(=O)NC2=NCCS2)c2ccccc2n1	-1	1	-5	6	-10	-3	-2	i	-6
O=C(Nc1cccc(C(=O)O)c1)/C(=C\c1ccc2c(c1)OCO2)NC(=O)c1ccccc1	-2	14	9	6	-11	-6	8	i	-3
O=C(O)C(=Cc1cc2c(cc1[N+](=O)[O-])OCO2)c1cc2c(cc1Br)OCO2	3	14	0	9	8	-5	0	i	-1
COc1ccc(C(=O)N2CCCC(C)(C(=O)NS(=O)(=O)C3CC3)C2)c(OC)c1 (configuration not stated)	-3	-4	0	6	2	-4	-2	i	-6
Cn1cccc1Cc1nnc(SCC(=O)Nc2cccc(F)c2)n1CCc1ccccc1	-1	20	-4	-4	-31	-5	-2	i	3
O=C(CN1C(=O)C(=O)N(Cc2ccccc2)C1=O)Nc1ccc(OC(F)F)cc1	-9	-3	-1	5	2	-5	5	i	-4
CSCCC(=O)N(C)CC1CCCN(CCc2cccc(C(F)(F)F)c2)C1 (configuration not stated)	4	16	-1	12	6	1	-1	i	-1
CC(C)(C)c1ccccc1NC(=O)CN1C(=O)NC2(CCCCCC2)C1=O	-9	-5	-1	-8	-14	-3	5	i	-3
COc1cccc(N=Nc2ccc3cccnc3c2O)c1	9	17	20	5	2	-1	4	i	5
CCCn1c(SCC(=O)N2CCN(c3ccccc3)CC2)nc2ccccc2c1=O	-3	-22	2	0	-17	-10	0	i	8
COCCOC(=O)c1c(NC(=O)CSc2cccc[n+]2[O-])sc(C(N)=O)c1C	5	-6	-2	-7	-3	-13	-1	i	-3
Cc1ccccc1C(=O)c1cccn1CC(=O)NCc1cccc(Cl)c1	5	14	-2	-2	-10	-4	1	i	9
C=CCNc1nc(C(=O)OC(C)C(=O)c2ccc(C)cc2)cs1 (configuration not stated)	-17	-31	1	6	26	-7	0	i	0
Cc1cc(N2CCCC2)ccc1NC(=O)COc1ccccc1	-107	10	-46	-61	-59	-3	-2	i	-8
O=C(Nc1ccc2c(c1)OCO2)N1CCCc2ccccc21	-6	-17	2	-2	9	1	-6	i	-5
CCN(CC)S(=O)(=O)c1ccc(C(=O)Nc2cc(C)on2)cc1	5	5	-2	8	-6	-1	3	i	-6
O=C(Oc1coc(CSc2nnc(NC(=O)c3cccs3)s2)cc1=O)c1ccccc1	1	12	2	-5	2	0	1	i	-2
COc1ccc(S(=O)(=O)N2CCN3CCCC3C2)cc1 (configuration not stated)	2	9	-3	-10	1	-2	2	i	-3
CCCCN(C(=O)c1cccc(S(=O)(=O)N2CCN(C)CC2)c1)c1c(N)n(CCC)c(=O)[nH]c1=O	1	-7	-3	-2	10	-2	-1	i	-7
COc1cccc(/C=N/Nc2ncc(C(F)(F)F)cc2Cl)c1O	6	1	-1	10	-11	-1	-4	i	17
CCCN1CCN(C(=O)CCn2c(=O)c3cccn3c3cccnc32)CC1	14	-13	-2	15	-6	-14	-1	i	-8
O=C(NNC(=O)c1ccc2nc[nH]c2c1)c1ccccc1	-5	1	-1	2	2	-1	2	i	-8
Cn1c(=O)c2c(SCC(=O)N3CCN(c4ccccc4)CC3)nc(C3CC3)nc2n(C)c1=O	-12	-10	0	6	-6	-7	4	i	16

# Structural class, the compounds so far containing a CF3 group.
smiles	eLon inh	SKN-1 block	MT1-MMP act inh	NRP1-CendR mod	MLLE-PAM2 inh	bovine MsrA act	Rin1 Abl inh	Neddylation inh	FAS TE block
CSCCC(=O)N(C)CC1CCCN(CCc2cccc(C(F)(F)F)c2)C1 (configuration not stated)	4	16	-1	12	6	1	-1	i	-1
COc1cccc(/C=N/Nc2ncc(C(F)(F)F)cc2Cl)c1O	6	1	-1	10	-11	-1	-4	i	17

# Continuation:
smiles	eLon inh	SKN-1 block	MT1-MMP act inh	NRP1-CendR mod	MLLE-PAM2 inh	bovine MsrA act	Rin1 Abl inh	Neddylation inh	FAS TE block
COc1cc(C(=O)Nc2ccc(C)cn2)ccc1OCC(=O)N1CCOCC1	4	0	2	-1	1	-4	6	i	-4
CC1CCN(CC(O)COCCOc2ccc(Br)cc2)CC1 (configuration not stated)	1	2	2	-8	0	-2	-3	i	-4
COc1ccccc1N1CCN(S(=O)(=O)c2ccc(Cl)cc2)CC1	1	6	-4	11	2	1	4	i	21
c1ccc(CNC2=NCCC2)nc1	7	19	-2	9	6	1	-4	i	-3
Cc1cc(C)cc(OC(C)C(=O)Nc2ccc(S(=O)(=O)Nc3cc(C)nc(C)n3)cc2)c1 (configuration not stated)	-11	33	11	5	-5	-5	0	i	-2
O=C1C(Cl)=C(Oc2ccccc2)C(=O)c2ccccc21	9	14	-51	18	36	-4	-5	i	45
CC(C)(C)NC(=O)COc1ccccc1C#N	6	2	-3	-16	-2	-8	0	i	-12
O=S(=O)(c1ccc(OCC(O)CN2CCC(Cc3ccccc3)CC2)cc1)N1CCOCC1 (configuration not stated)	0	5	4	-4	3	2	2	i	-10
CCC(Sc1nc2cc(OC)c(OC)cc2c(=O)n1CCc1ccc(S(N)(=O)=O)cc1)C(=O)NCCOC (configuration not stated)	1	-8	1	-9	-1	-5	3	i	-4
CCOc1cc(CNc2ccc3c(c2)CCC3)ccc1O	8	-14	-2	-16	-14	-3	-2	i	0
CC(=O)Nc1ccc(-c2nc3ccc(NC(C)=O)cc3o2)cc1	-9	19	2	-4	4	-2	-1	nt	-6
COc1ccc(/C=C/c2nc3ccccc3n2Cc2ccc(OC)c(OC)c2)cc1	5	-14	nt	3	9	-14	2	i	33
N#Cc1cnc2c(-c3ccccc3)c(-c3ccccc3)nn2c1N	-3	-1	-1	0	-13	-1	-1	i	4
CCCCCCSc1ccc([C@@H]2[C@H]3C(=O)N(C)C(=O)[C@H]3[C@]3(C(=O)OC)CCCCN23)cc1	0	-11	-11	-71	-15	-1	10*	i	13
CCCCN(C(=O)c1ccncc1)c1c(N)n(CCC)c(=O)[nH]c1=O	-18	-14	-8	6	-4	-13	3	i	-5
O=C(O)CCC(=O)Nc1sc2c(c1C(=O)NC1CCCC1)CCCC2	-7	-3	5	-3	11	-1	-3	i	-5
Cc1ccc(S(=O)(=O)NC(=O)C2(C)CCN2C(=O)Cc2ccc(C(C)(C)C)cc2)nc1 (configuration not stated)	3	-4	-2	-14	14	-2	0	i	-7
COc1ccc(N2CCN(Cc3nnc(-c4ccccc4)o3)CC2)cc1	-6	15	1	-3	-6	-1	-1	i	-2
CN(CC(=O)Nc1ccc(F)cc1[N+](=O)[O-])C1CCS(=O)(=O)C1 (configuration not stated)	-2	16	0	10	18	-2	-1	i	-13
Cc1cc2nc(C(C)(C)C)c(Cc3ccsc3)n2c(C)c1Br	2	10	-3	-10	nt	-2	nt	i	19
O=C(CCS(=O)(=O)c1cccc2nonc12)NCc1ccc(Cl)cc1	15	-5	0	2	-1	-6	0	i	3
C=CCN(CC=C)S(=O)(=O)c1ccc2nc(NC(=O)C(C)C)sc2c1	2	20	-1	-9	2	-4	1	i	13
Cc1ccc(C2=[N+]([O-])C3(CCCCC/C3=N\O)N(O)C2(C)C)o1 (configuration not stated)	-3	2	-1	0	8	-7	-1	i	-9
CC(C)[C@H]1CN=C2N(C[C@H](C)NC(=O)CCC3CCCCC3)[C@H](Cc3ccc(O)cc3)CN21	-10	-2	-2	18	2	-1	3	i	-10
CC(=O)N1CCCc2cc(S(=O)(=O)N3CCCC(C(=O)NCc4ccccc4Cl)C3)ccc21 (configuration not stated)	2	9	1	-4	12	-2	-3	i	-1
Cc1ccc(NC(=O)c2ccc(S(=O)(=O)N3CCC(C)CC3)cc2)nc1	-8	11	-6	4	6	-3	-3	i	8
CCN(CC(=O)Nc1ccccc1OC)C(=O)CSCc1ccc(C)cc1	-10	17	-2	-6	-2	1	3	i	2
O=C(COc1ccc(Br)cc1Br)NC(=S)Nc1cccc(CO)c1	-4	-2	3	4	13	-5	-1	i	-4
CC(C)C(=O)Nc1cccc(NC(=O)c2ccc([N+](=O)[O-])cc2Cl)c1	6	59	-1	3	3	-3	0	i	-13
COC(=O)C1C2OC(C(Br)C2Br)C1C(=O)OC (configuration not stated)	-6	2	-4	5	22	-2	3	i	-7
CC(=O)Nc1ccc(Nc2nc(Cl)nc(Nc3ccc(NC(C)=O)cc3)n2)cc1	0	11	4	-5	15	-11	3	i	-7
CN(Cc1ccccc1)C(NC(=O)c1ccccc1)C(Cl)(Cl)Cl (configuration not stated)	0	4	-1	-10	-5	-3	-1	i	18
O=C(CCNC(=O)N1CC(=O)Nc2ccccc21)NCc1ccc(F)cc1	-2	-2	3	7	2	-1	1	i	-7
S=c1nc(-c2ccccc2)n(CCN2CCOCC2)c2c1CCCC2	12	15	5	4	29	-8	2	i	0
Cc1cc(C(=O)N/N=C/c2ccc[nH]2)n[nH]1	3	1	-13	1	-1	-6	2	i	-8
COc1ccc(-c2cn3cccnc3n2)cc1NC(=O)C(C)C	-4	-8	-3	12	3	-7	-1	nt	-2
Cc1ccc(Cl)c(NC(=O)COC(=O)C2CCC2)c1Cl	-2	-5	-3	-5	-2	-3	-1	i	-1
O=C(NNc1ccccc1)c1ccc(Cl)c(Cl)c1	-5	-10	6	3	9	-1	6	i	5
O=C(Nc1ccccc1NC(=O)c1ccccc1Cl)c1ccccc1Cl	6	-16	-1	12	-10	5	-4	i	3
CCCCN(CCCNC(=O)CN1C(=O)COc2ccccc21)c1ccccc1	0	21	1	-9	0	-2	-2	i	19
O=C1CCC([N+](=O)[O-])C(c2cc3c(cc2Cl)OCO3)N1 (configuration not stated)	-7	3	-2	16	6	-3	4	i	-5
O=C(NC1CCN(C(=O)Nc2ccccc2)CC1)C1CCCCC1	-10	-19	5	-6	-3	2	1	i	-4
CN1CCC(OC(=O)COc2ccc(Cl)cc2Cl)CC1	0	4	0	9	5	0	-5	i	-3
COc1ccc([C@H]2[C@H](C(=O)C(C)(C)C)N3N=Cc4ccccc4C3[C@]23N=C(c2ccccc2)OC3=O)cc1OC (some centres not stated)	-6	1	-1	1	-4	-2	-5	i	20
O=C(NC1(C(F)(F)F)NC(=O)N(Cc2cccnc2)C1=O)c1cccs1 (configuration not stated)	-3	-3	-1	-6	3	-8	1	i	-4
COc1ccc(S(=O)(=O)N2CCN(C3CCCC(C)C3)CC2)cc1 (configuration not stated)	5	21	-1	-11	1	-3	3	i	11
CCOC(=O)c1c(C)oc2cc(Br)c(OCC(N)=O)cc12	-1	0	0	-5	4	-5	-2	i	-8
CCc1cc(=O)oc2c(C)c(OCC(=O)NCc3ccccn3)ccc12	1	-9	-5	3	-3	-13	6	nt	-4
Cc1ccc(NC(=O)Cn2nc(C)c3ccccc3c2=O)c(C)c1	1	-13	0	-1	1	-7	-2	i	-7
COc1cc(/C=N/NC(=O)c2nonc2C)ccc1O	-11	14	4	2	0	-6	-3	i	1
CCOC(=O)c1sc(N)c(C(=O)OCC)c1COC(=O)C1CC(=O)N(Cc2ccco2)C1 (configuration not stated)	1	3	2	4	0	-5	-3	i	2
CCOc1cccc(C(=O)Nc2ccccc2C(=O)N2CCOCC2)c1	1	-26	2	12	13	-8	-1	i	-4
CC(C)c1onc(C(=O)NC(C)c2ccccc2)c1[N+](=O)[O-] (configuration not stated)	-4	5	-1	-14	-8	0	4	i	4
CCOC(=O)Cc1[nH]nc2c1C(C1C=CCCC1)C(C#N)=C(N)O2 (configuration not stated)	-8	6	-12	-4	-2	0	1	i	-2
